p97 ATPase inh: inhibitors of human p97 ATPase, primary screen, biochemical. Transitional endoplasmic reticulum ATPase (Homo sapiens), P55072. recombinant p97 ATPase, Kinase-Glo ATP luminescence, 3 h. inhibition, % at 8 µM. actives 0.42% (n = 220,000). AID 1481, 2009; in the data active = inhibition above about 15%;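 also: 0% = DMSO vehicle and 100% = wells lacking enzyme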
BaF3 tox: parental Ba/F3 cell viability inhibition, counter-screen for JAK2V617F inhibitor project, murine pro-B, CellTiter-Glo luminescence | inhibition, % at 5.6 µM | actives 1.1% (n = 220,000) | AID 1486, 2009 | CellTiter-Glo ATP luminescence;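 active = inhibition above a per-campaign cutoff, the mean inhibition of all tested compounds plus 3 SD, cut at about 27% in these data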;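 also: 0% = DMSO wells and 100% = JAK Inhibitor I control wells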
p47phox inh: p47phox/p22phox peptide binding inhibitors, primary screen, biochemical, uHTS, NADPH oxidase regulatory subunit | actives 0.53% (n = 220,000) | Neutrophil cytosol factor 1 (Homo sapiens), P14598 | AID 1274, 2008 | fluorescence polarization, 2 h | inhibition, % at 24.7 µM;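 active = inhibition above about 30%, limit read from the data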;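 also: 0% = p47phox with labelled peptide and 100% = labelled peptide alone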
Target sequence (P14598 whole entry, looked up): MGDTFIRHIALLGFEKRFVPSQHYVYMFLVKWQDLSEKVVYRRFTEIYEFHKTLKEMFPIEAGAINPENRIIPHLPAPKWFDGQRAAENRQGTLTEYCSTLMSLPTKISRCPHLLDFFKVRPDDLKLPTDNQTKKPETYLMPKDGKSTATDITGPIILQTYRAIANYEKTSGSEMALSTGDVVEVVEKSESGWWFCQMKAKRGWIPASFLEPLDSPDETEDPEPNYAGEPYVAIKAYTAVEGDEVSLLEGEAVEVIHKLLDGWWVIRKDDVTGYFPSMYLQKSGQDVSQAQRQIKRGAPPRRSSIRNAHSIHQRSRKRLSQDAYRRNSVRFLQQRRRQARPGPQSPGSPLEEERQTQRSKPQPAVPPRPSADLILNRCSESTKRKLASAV
Furin inhibitor: human furin inhibitors, primary screen, biochemical, fluorescence intensity. P09958. purified furin, fluorogenic substrate cleavage. inhibition, % at 30 µM. actives 0.061% (n = 220,000). AID 463115, 2010; in the data active = inhibition above about 25%; also: inactives centre near -15
Target sequence (P09958 108-714 limits assumed): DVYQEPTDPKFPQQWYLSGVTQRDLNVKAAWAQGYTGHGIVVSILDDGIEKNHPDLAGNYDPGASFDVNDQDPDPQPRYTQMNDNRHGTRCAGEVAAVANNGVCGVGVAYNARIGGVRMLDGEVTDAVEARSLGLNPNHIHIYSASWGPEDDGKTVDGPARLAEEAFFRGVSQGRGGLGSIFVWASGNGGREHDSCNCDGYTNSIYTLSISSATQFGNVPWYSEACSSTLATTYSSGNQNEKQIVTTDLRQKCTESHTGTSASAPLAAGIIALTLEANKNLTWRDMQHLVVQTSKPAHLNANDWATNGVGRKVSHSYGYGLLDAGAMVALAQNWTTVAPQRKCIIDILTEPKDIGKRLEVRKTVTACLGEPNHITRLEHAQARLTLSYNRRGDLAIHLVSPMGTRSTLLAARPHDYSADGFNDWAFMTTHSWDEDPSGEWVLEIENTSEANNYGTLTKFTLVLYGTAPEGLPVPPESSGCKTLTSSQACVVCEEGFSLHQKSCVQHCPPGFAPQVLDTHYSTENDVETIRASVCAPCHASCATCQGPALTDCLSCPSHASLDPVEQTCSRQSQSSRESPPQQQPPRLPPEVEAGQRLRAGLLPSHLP
Ba/F3 V617F tox: reduced viability of JAK2V617F-dependent Ba/F3 cells, primary screen, JAK2V617F inhibitor project, cell-based, Ba/F3 EpoR-JAK2V617F, luminescence | ATP luminescence | inhibition, % at 5.6 µM | actives 1.1% (n = 220,000) | AID 1446, 2008;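 active = inhibition above the campaign mean plus 3 SD over all tested compounds, cut at about 24% in these data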;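 also: cytokine-independent growth of Ba/F3 cells driven by EpoR plus mutant JAK2; 0% = DMSO-treated cells and 100% = JAK inhibitor I control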
RBBP9 inh: human RBBP9 inhibitors, primary screen, biochemical, fluorescence polarization, FP-Rh probe, HTS. actives 0.2% (n = 220,000). recombinant RBBP9. inhibition, % at 7.94 µM. AID 1515, 2009;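 active = inhibition above the campaign mean of all tested compounds plus 3 SD, cut at about 14% in these data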;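 also: plate controls were DMSO wells with RBBP9 for no effect and wells lacking RBBP9 protein for full effect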
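Measured by: FP readout at 525/598 nm; material: recombinant human RBBP9; also added: Serine-hydrolase probe FP-Rh, 375 nM pre-mixing; medium: Tris buffer pH 8.0, NaCl, Pluronic; replication: one well per compound; doses: one concentration, 7.94 µM nominal, 0.794% DMSO; timing: preincubation 30 min plus labeling 45 min at 25 °C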
PPC-1+TRAIL kill: compounds killing PPC-1 cancer cells with TRAIL present, primary screen, TRAIL potentiator project, ATPLite luminescence, uHTS; PPC-1 cells + TRAIL, ATPLite viability luminescence; AID 1443, 2008; cell killing (% activity), % at 4 µM; actives 0.41% (n = 220,000);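 active = cell killing above 50% in the first pass at 4 µM, then a duplicate retest at 5 µM averaging 50% or more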;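 also: plate controls were cells with TRAIL plus DMSO for no effect and medium-only wells lacking cells for full effect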
Tb hexokinase: Trypanosoma brucei hexokinase 1 inhibitors, primary screen, biochemical, G6PDH-coupled NADH absorbance, MLSCN library. inhibition, % at 10 µM. actives 0.11% (n = 220,000). recombinant TbHK1, G6PDH-coupled NADH A340. AID 1430, 2008. hexokinase 1 [Trypanosoma brucei];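 active = inhibition of 50% or more in the single-dose primary screen; inactive = inhibition below 50%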
EP2 antag: human EP2 receptor antagonists, primary screen, TR-FRET cAMP, C6 glioma cells | Prostaglandin E2 receptor EP2 subtype (Homo sapiens), P43116 | C6 glioma cells expressing human EP2; cells stimulated with saturating PGE2 | inhibition, % at 25 µM | actives 0.52% (n = 260,000) | AID 1422, 2008;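 active = percent inhibition above 40 after rounding to a whole number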;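 also: rat C6 glioma host cells with rolipram phosphodiesterase inhibitor present; the protocol text gives 20 µM as final concentration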
Starred values were filed as active, the others as inactive; nt = not tested or not shown; & = joins results of further samples; [ ] = another dose, or the depositor's remark. Only part of the results is shown. The share of hits here may be higher or lower than overall.

Below each SMILES – Tb hexokinase, EP2 antag, Furin inhibitor, p97 ATPase inh, BaF3 tox, Ba/F3 V617F tox, RBBP9 inh, p47phox inh, PPC-1+TRAIL kill
(1) CC1CCN(c2cc(N3CCC(C)CC3)c([N+](=O)[O-])cc2/C=C(\C#N)c2nn(-c3ccccc3)c(N)c2C#N)CC1
    -25, nt, -11[20 µM], -2, 10, -2, -3, -24, 10
(2) O=C(NCc1ccc2c(c1)OCO2)c1ccc2c(c1)OCCO2
    -10, 15, -5[20 µM], -1, 1, -2, 2, -3, 19
(3) O=P(O)(CCc1ccncc1)CN1CCCCC1
    -5, 2, -1, 9, 3, 0, -7, 5, 21
(4) Cc1ccc(NC(=O)c2sc3nc(CCl)[nH]c(=O)c3c2C)c(C)c1
    -5, 4, -15, 4, 0, -4, 1, 2, 24
(5) CC(C)OC(=O)c1cc2c(ccn2C)n1CC(=O)N(Cc1ccccc1)c1ccc(F)cc1
    30, 10, 4, -5, 8, 2, -12, -20, -2
(6) O=C(COc1ccccc1)NCC(=O)NC1=NCCS1
    1, 12, -11, 4, -1, -3, 3, -14, 13
(7) N#Cc1cccc(C(c2nnnn2Cc2ccccc2)N2CCCC2)c1 (stereo unspecified)
    -1, 22, -31, -1, 2, 0, -5, -6, -7
(8) C#CCOCCOCCOCCNc1nc(N2CCN(C(=O)[C@H](Cc3ccc(O)cc3)n3cc([C@@H](N)C(C)CC)nn3)CC2)nc(N2CCN(C(=O)[C@H](Cc3cc4ccccc4[nH]3)n3cc([C@@H](N)C(C)CC)nn3)CC2)n1 (stereo partly specified)
    -4, 3, -13, 25*, 2, -5, 1, nt, 2
(9) CCCOc1ccc2oc(=O)c3c(c2c1)CCCN3C(=O)CN1CCCC(C(=O)OCC)C1 (stereo unspecified)
    -15, 11, -17, -3, 2, -2, 1, -6, -5
(10) CN1/C(=C\C=C(/C#N)C(=O)Nc2ccc(Cl)cc2)C(C)(C)c2ccccc21
    29, 3, 10, -4, 7, 2, -12, -23, -10
(11) Cc1ccc2cn[nH]c2c1[N+](=O)[O-]
    -18, 5, -1, 0, 1, 2, -1, 5, 8
(12) O=C(Nc1ccc2c(c1)oc1ccccc12)C1CC1
    1, 9&17, -26, 9, 12, 0, -5, -13, 11
(13) O=C(CCCC(=O)OCC(=O)c1cccs1)Nc1ccc(Oc2ccccc2)cc1
    -3, 13, -7[20 µM], -7, -1, -2, -6, -31, 20
(14) C/C(=N\NC(=S)NCc1ccccc1)c1ccccc1F
    -2, 3, -15, 0, -2, -2, 6, -7, -1
(15) O=C(CN(c1ccccn1)S(=O)(=O)c1ccccc1)Nc1ccccc1
    -2, 13, -15, 5, 10, 0, -2, -9, 0
(16) CCOC(=O)Cc1cnc(NC(=O)CSc2nc(C)cc(C)n2)s1
    0, 10, -24, 5, 1, -3, -4, -2, 6
(17) CCn1c(N)c(C(N)=O)sc1=S
    -11, -1, -13[20 µM], -2, 4, 4, 2, -138, -2
(18) Cc1cc(=O)[nH]c(N/N=C/c2ccccc2C(F)(F)F)n1
    -3, 6, -11, -4, 0, 3, -6, -8, 18
(19) O=C(CSc1nc2ccccc2s1)N1N=C(c2cccs2)CC1c1ccc(F)cc1 (stereo unspecified)
    -1, 5, -29, 1, 2, -2, -12, -7, 9
(20) Cc1c(S(=O)(=O)c2ccccn2)c(N)n(Cc2ccccc2Cl)c1C
    -6, 10, 2, 9, 2, -6, -16, -36, 13
(21) C=CCNC(=O)c1onc(CSc2cccc(Cl)c2)c1C(=O)O
    -17, 6, -15[20 µM], 2, 6, 0, -1, -13, 5
(22) CN(C)CCCNc1oc(-c2ccc(Cl)cc2)nc1C#N
    -23, 3, -70[20 µM], -3, 6, 3, -7, 4, 22
(23) CS(=O)(=O)N(CC(=O)NC1CCCC1)C1CCCCC1
    -7, 0, -14, -4, 3, 2, -6, 1, -2
(24) C/C(=N/N=C1/NC(=O)CC(C(=O)Nc2ccccc2)S1)c1cccs1 (stereo unspecified)
    5, 8, 4, 2, 8, -1, -9, -17, 7
(25) O=C(Nc1ccc2c(c1)OCO2)Nc1cnccn1
    -7, 7, -8[20 µM], 1, 4, -1, -6, 1, 13
(26) O=C(O)c1ccc(N/N=C/c2ccc3c(c2)OCO3)cc1
    -26, 14, -36, -24, 5, -1, 3, -10, 4
(27) CC(=O)CSc1ncnc2sc3c(c12)CCCC3
    7, 9&4, 3, -9, 2, 3, -14, 3, 4
(28) CC1=NN(C(=O)c2ccc(Cn3ccc([N+](=O)[O-])n3)cc2)C(O)(C(F)(F)F)C1 (stereo unspecified)
    1, 1, -17, -2, 1, 0, -5, -1, 4
(29) Cc1nc2ccc(NC(=O)c3cccnc3)cc2s1
    -6, 14, -16, 2, 0, -2, -2, -16, 6
(30) COc1ccc(-c2noc(CCC(=O)N3CCN(c4cccc(C(F)(F)F)c4)CC3)n2)cc1
    -3, 20, -22[20 µM], -2, 4, -1, -6, -68, 6
(31) Cc1ccc(C)c(NC(=O)CN(C)C(=O)COc2ncnc3sccc23)c1
    34, 2, -10, 4, 4, -7, 5, -14, 20
(32) Cc1cc(=O)c2n(Cc3ccccc3Cl)nc[n+]2[nH]1
    4, 3&9, -5, 1, -1, -1, -3, -7, 30
(33) COc1ccc(CCC(=O)Nc2ccc(N3CCOCC3)cc2)cc1
    -3, 10, -4[20 µM], 2, 0, -4, -2, -4, 6
(34) O=C1/C(=C/c2cccnc2)SC(=S)N1c1ccc(O)cc1
    -20, 19, -15, 3, 1, -1, -9, -1, -2
(35) COc1cc(/C=C2/CCC/C(=C\c3cc(O)c(OC)c(Cl)c3)C2=O)cc(Cl)c1O
    -9, 9, -3[20 µM], 6, 5, 2, -7, -15, -21
(36) O=C(NCc1ccc2c(c1)OCO2)c1ccc(CS(=O)(=O)c2ccc(Br)cc2)o1
    -4, 6, 8, -4, 7, -1, 1, -5, -7
(37) CCOC(=O)c1ccc(NC(=S)NCCc2ccccc2)cc1
    11, 24, -28[20 µM], 1, 5, -3, -11, -2, -6
(38) CC(=O)c1ccc(NC(=O)CSc2nnc(NC(=O)CN3CCOCC3)s2)cc1
    -2, 16, -17, 1, 4, 1, -8, -19, -22
(39) COCCn1nnnc1C(c1ccccc1)N1CCN(Cc2ccc3c(c2)OCO3)CC1 (stereo unspecified)
    1, 3&7, -12, 7, -3, -4, 2, -5, -2
(40) Cc1ccccc1CS(=O)(=O)Cc1ccc(C(=O)NCC2CCCO2)o1 (stereo unspecified)
    -3, nt, -14, -1, 1, -2, 2, -5, 13
(41) CCOC(=O)Nc1cccc(OCC(=O)Nc2ccccc2OCC)c1
    -3, 2, -10[20 µM], -4, 1, -4, -2, -17, 21
(42) Cc1ccc(C(=O)Nc2c3c(nn2C(C)(C)C)CS(=O)(=O)C3)cc1C
    0, 5, -8, 5, 4, -2, -3, -12, 28
(43) O=C(N/N=C/C(Br)=C/c1ccccc1)C(O)c1ccccc1 (stereo unspecified)
    -24, 3, -7, -8, -6, 5, -10, -6, 13
(44) COc1ccc(N(CC(=O)NC(C)C)S(=O)(=O)c2ccc(NC(C)=O)cc2)cc1
    -4, 4, -4[20 µM], 0, 2, -3, -4, -9, 0
(45) CCOc1ccc(C(=O)N(Cc2ccc(N(C)C)cc2)C2CCS(=O)(=O)C2)cc1 (stereo unspecified)
    0, nt, 18[20 µM], -1, 6, 2, 2, -3, 0
(46) O=C(CNC(=O)c1ccccc1Cl)Nc1ccc(F)cc1
    -7, 13, -12, 0, 6, 5, 3, -1, 6
(47) CCc1ccc(C(=O)COC(=O)CCc2nc3ccccc3c(=O)[nH]2)cc1
    2, 12, -22, 1, 0, -2, -4, -7, -2
(48) Cc1ccc(OCCNC(=O)c2ccco2)cc1C
    0, 13, -6, 2, 5, -1, 6, -3, 14
(49) CCCCOC(=O)c1ccc(NC(=O)c2nn(C)cc2Br)cc1
    4, 12, -17[20 µM], -4, -1, -4, -8, -12, 7
(50) Cc1cc(C(=O)O)ccc1-c1ccc(CO)o1
    4, 3, -18, 0, 5, 2, -9, -2, 4
(51) O=C(O)c1ccc(/C=N/Nc2ccc(F)cc2F)cc1
    -20, 8, -5, 3, 1, 1, -7, -10, 27
(52) Cc1ccc(OC(=S)Nc2ccc(F)cc2)cc1
    3, 15, -14[20 µM], -3, 7, 3, -3, 1, 8
(53) O=C(CSc1nc2ccccc2c(=O)n1Cc1ccco1)N1CCCC1
    -2, 6, -19, -2, 2, 0, -1, -2, 9
(54) COc1ccc(N2C(=O)CC(N3CCN(S(=O)(=O)c4cc(C)ccc4C)CC3)C2=O)cc1 (stereo unspecified)
    -2, 6, -30, -2, 6, 3, -1, -6, 0
(55) O=C(CSc1nnc(-c2ccc(Br)cc2)o1)Nc1cccc2ccccc12
    12, -3, -19[20 µM], -1, 3, -1, -9, -10, 2
(56) COc1ccc(N2CCN(C(=O)CSc3ncccc3-c3nc4ccccc4[nH]3)CC2)cc1
    -9, 6, -14, 4, 2, -2, -10, -46, 26
(57) COCC(=O)Nc1nnc(CCc2ccccc2)s1
    0, 9&4, -17, -1, 4, 2, -10, 2, -11
(58) C=CCSc1nc(N)c(C#N)c(-c2ccc(C)cc2)c1C#N
    -3, 36, 16[20 µM], 6, 5, -4, 1, -25, -7
(59) COc1ccc(/C=C/C(=O)NCCN2CCOCC2)cc1OC
    -14, 5, -9, 1, -1, -4, -8, 0, 14
(60) O=Nc1c(O)n(Cc2ccccc2)c2ccccc12
    5, 6, -21, 4, 1, 0, -10, -2, -4
(61) COC(=O)C(C(=O)OC)C(C(C)C)C(C(=O)OC)C(=O)OC
    5, 7, -15[20 µM], 4, 5, -2, 4, -3, 5

Source: PubChem
